# NPC1 promoter act: activators of NPC1 promoter; Huh7 NPC1 promoter luciferase reporter, 24 h; Potency, µM (doses to about 9.22 µM), for the others: top-dose activation, usual class: activators; actives 2.4% (n = 320,000); AID 485313;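 also: potency is read from the fitted curve at half-maximal effect; % of control where 0% means no effect; nearly all actives have a fitted effect of over 60% in size; reporter is driven by a mutant NPC1 promoter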
#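 Quantitative HTS used a cell-based reporter: Huh7 cells stably bearing the NPC1 promoter upstream of luciferase were treated with compounds for 24 h, and promoter activation was read as luminescence.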
# Gal4-VP16 FLuc: Gal4-VP16 reporter inhibition counter-screen. AID 2546. Drosophila S2 Gal4-VP16 UAS-luciferase, luminescence, 20 h. Potency, µM (doses to about 53.6 µM), inactives show top-dose activity, negative = inhibition, actives largely listed as inhibitors. actives 3.5% (n = 310,000);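 also: Gal4-VP16 expression switched on by copper sulfate through the metallothionein promoter; potency is read from the fitted curve at half-maximal effect; % is scaled to controls: 0 for no effect and ±100 for the full control effect; nearly all actives have a fitted effect of over 50% in size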
# Mito fusion yeast: mitochondrial division inhibition or fusion activation; S. cerevisiae fusion-defective mutant growth rescue, CellTiterGlo 48 h; actives 0.23% (n = 320,000); Potency, µM (doses to about 46.1 µM), for inactives: at the highest dose growth rescue (activation), actives largely listed as activators; AID 485298;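 also: potency is read from the fitted curve at half-maximal effect; % of control where 0% means no effect; nearly all actives have a fitted effect of over 45% in size; temperature-sensitive fusion mutants such as fzo1-1 at 37 °C on non-fermentable ethanol glycerol medium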
#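 S. cerevisiae fusion-defective temperature-sensitive mutants (e.g. fzo1-1, mgm1-5) grown 48 h at 37C in YPEG (ethanol/glycerol non-fermentable) medium with 23 nl compound per well; growth rescue read as CellTiterGlo luminescence.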
# PKM2 act: PKM2 (human) enzyme activation. AID 1631. Potency, µM (doses to about 57.5 µM), without a hit: top-dose activation, actives largely listed as activators. purified PKM2, Kinase-Glo ATP luminescence, activation; response scale: 0% is enzyme alone, no compound. actives 0.34% (n = 260,000). P14618; also: potency is read from the fitted curve at half-maximal effect; % is scaled to controls: 0 for no effect and ±100 for the full control effect; nearly all actives have a fitted effect of over 55% in size
# Target sequence (P14618 whole entry, looked up): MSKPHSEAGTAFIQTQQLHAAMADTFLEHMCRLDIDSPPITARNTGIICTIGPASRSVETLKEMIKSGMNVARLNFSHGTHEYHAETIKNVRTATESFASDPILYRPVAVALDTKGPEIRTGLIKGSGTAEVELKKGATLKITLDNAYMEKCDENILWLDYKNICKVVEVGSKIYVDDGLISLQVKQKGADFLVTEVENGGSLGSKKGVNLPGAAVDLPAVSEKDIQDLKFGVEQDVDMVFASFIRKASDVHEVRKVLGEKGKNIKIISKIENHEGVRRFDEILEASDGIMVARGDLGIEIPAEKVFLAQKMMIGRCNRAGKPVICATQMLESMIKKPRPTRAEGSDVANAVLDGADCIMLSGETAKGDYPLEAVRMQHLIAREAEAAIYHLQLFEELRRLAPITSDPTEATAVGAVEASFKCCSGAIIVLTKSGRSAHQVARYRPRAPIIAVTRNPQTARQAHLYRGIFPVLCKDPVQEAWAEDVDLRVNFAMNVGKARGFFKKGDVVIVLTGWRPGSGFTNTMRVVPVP
#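 hPK-M2, >95% pure; 0.1 mM ADP / 0.5 mM PEP final; imidazole pH7.2 buffer w/ 7 mM MgCl2, 50 mM KCl; 1 h RT; Kinase-Glo lum. Intermediate enzyme activity for dual inhibitor/activator qHTS.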
# RORgamma inh: ROR gamma (mouse) transcription inhibition; P51450; Drosophila S2 Gal4-RORgamma UAS-luciferase reporter, 20 h; Potency, µM (top dose mostly 53.6 µM), inactives show at the top dose activity change, negative = inhibition, actives largely listed as inhibitors; actives 5.4% (n = 310,000); also: potency is read from the fitted curve at half-maximal effect; % is scaled to controls: 0 for no effect and ±100 for the full control effect; nearly all actives have a fitted effect of over 60% in size
#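 ROR gamma transcriptional activity was tracked as Gal4-UAS luciferase output in stably transfected Drosophila Schneider cells, with compound added 1 hr before 700 uM copper sulfate induction and a 20 hr ambient-temperature incubation.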
# KCNH2 3.1 inh: KCNH2 3.1 (human) potassium channel inhibition; U2OS KCNH2 3.1, thallium flux FluxOr; hits give low values; activity change, % (tested at about 1.8 µM); actives 0.95% (n = 340,000); AID 720553;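 active = maximum activity change below -70%; inconclusive = maximum activity change from -70% to -50%; inactive = maximum activity change above -50%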;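 also: thallium influx rate constant from kinetic fluorescence after stimulation buffer; % is scaled to controls: 0 for no effect and ±100 for the full control effect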
#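 FluxOr-based Tl+ influx in U2OS cells transduced with KCNH2 3.1 virus; rate constants normalized to DMSO controls.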
# Menin MLL FP TR: menin-MLL binding inhibition, Texas Red mutant peptide; Menin + Texas Red MLL mutant peptide, fluorescence polarization; Potency, µM (highest dose often 61.6 µM), without a hit: at the top dose FP activity change, negative = inhibition, actives largely listed as inhibitors; actives 0.23% (n = 270,000); active = well fitted inhibition curve with a large enough effect in the polarisation, with a control signal flat, not every such curve was filed as active; inconclusive = small, poorly fitted or top-dose-only effect, or effect the other way, or a change in a side signal; inactive = no such curve, though single readings can be large or run the other way; the % refers to the polarisation; also: potency is read from the fitted curve at half-maximal effect; % of control where 0% means no effect; many of its hits are not listed in these tables
# Target sequence (O00255 whole entry, looked up): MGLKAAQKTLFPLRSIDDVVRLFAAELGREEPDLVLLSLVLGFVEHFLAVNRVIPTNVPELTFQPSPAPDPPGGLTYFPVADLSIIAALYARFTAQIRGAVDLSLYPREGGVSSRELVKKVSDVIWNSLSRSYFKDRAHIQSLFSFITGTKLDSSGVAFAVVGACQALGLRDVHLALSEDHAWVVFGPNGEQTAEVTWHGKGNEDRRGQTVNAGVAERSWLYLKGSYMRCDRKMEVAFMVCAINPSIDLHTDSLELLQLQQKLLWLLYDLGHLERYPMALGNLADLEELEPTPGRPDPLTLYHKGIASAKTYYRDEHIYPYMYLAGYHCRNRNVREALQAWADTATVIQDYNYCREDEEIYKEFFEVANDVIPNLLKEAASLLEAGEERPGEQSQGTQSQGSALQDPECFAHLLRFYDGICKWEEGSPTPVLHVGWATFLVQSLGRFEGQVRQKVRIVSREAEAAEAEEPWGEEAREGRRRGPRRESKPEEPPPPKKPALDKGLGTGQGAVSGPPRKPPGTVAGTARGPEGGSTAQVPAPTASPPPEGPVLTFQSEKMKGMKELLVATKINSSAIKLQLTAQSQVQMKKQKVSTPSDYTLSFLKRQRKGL
# FLuc counter: firefly luciferase modulation, counter-screen for miR-21 project; P08659; purified FLuc, Km substrates, luminescence inhibition; Potency, µM (titrated, usually from 57.5 µM), without a hit: top-dose activity change, negative = inhibition, hits mostly inhibitors; actives 6.9% (n = 360,000); AID 588342;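 also: potency is read from the fitted curve at half-maximal effect; plate controls were vehicle for no effect and reference inhibitor for full effect; nearly all actives have a fitted effect of over 55% in size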
#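 Purified P. pyralis luciferase, 10 nM final, with Km-level 10 uM D-luciferin and 10 uM ATP in 50 mM Tris acetate pH 7.5, 10 mM Mg acetate, 0.01% Tween-20, 0.05% BSA; 6-point qHTS titration about 60 µM downward; luminescence read.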
# MBNL1-CUG inh: blocks human MBNL1 binding to CUG repeat RNA; Potency, µM (series often up to 57.5 µM), inactives show top-dose activity change, negative = inhibition, hits mostly inhibitors; Q9NR56; TR-FRET MBNL1-His/biotin-(CUG)12 binding, 665/545 ratio; actives 0.036% (n = 280,000); active = well fitted inhibition curve with a large enough effect in the signal ratio, with a control signal flat, not every such curve was filed as active; inconclusive = small, poorly fitted or top-dose-only effect, or effect the other way, or a change in a side signal; inactive = no such curve, though single readings can be large or run the other way; the % refers to the signal ratio; also: potency is read from the fitted curve at half-maximal effect; % is scaled to controls: 0 for no effect and ±100 for the full control effect
#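 Inhibition of protein-RNA binding appears as loss of TR-FRET between terbium anti-His antibody on MBNL1-His and streptavidin-XL665 on biotin-(CUG)12. Activity is normalized to buffer-only and uninhibited-complex controls.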
# Rab9 prom act: Rab9 promoter activation; Huh7 Rab9 promoter-luciferase reporter, luminescence, 24 h; Potency, µM (series often up to 9.22 µM), for the others: at the top dose activation, negative = inhibition, hits mostly activators; actives 2.8% (n = 320,000); AID 485297; also: potency is read from the fitted curve at half-maximal effect; % of control where 0% means no effect; nearly all actives have a fitted effect of over 60% in size
#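 Cell-based reporter: Huh7 stable for Rab9 promoter-driven luciferase, plated in reduced-serum medium with 10% FBS at 1500 cells/well, compound-treated 24 h at 37 °C, luminescence read after 10 min reagent.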
# ELG1 DNA repair: ELG1-dependent DNA repair inhibition | Potency, µM (top dose mostly 46.1 µM), without a hit: top-dose activity change, negative = inhibition, hits mostly inhibitors | actives 2.3% (n = 330,000) | AID 504467 | HEK293T ELG1-luciferase reporter, luminescence, 16 h; DNA damage induced by 5-fluorouridine; also: potency is read from the fitted curve at half-maximal effect; % is scaled to controls: 0 for no effect and ±100 for the full control effect; nearly all actives have a fitted effect of over 55% in size
#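 5-Fluorouridine DNA damage + compound/DMSO, 2,000 cells/well, 16 h, 37 °C/5% CO2. ONE-Glo, 30 min RT, luminescence. Readout = decrease in reporter signal.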
# * = called active by the depositor; u = inconclusive; x = no result given; [ ] = another dose, or the depositor's remark. Unless noted, calls follow the shape of the dose curve; as a rule, active = well fitted curve in the direction sought with a large enough effect; inconclusive = small, poorly fitted or top-dose-only effect, or another doubt; inactive = no such curve, though single readings can be large; an effect the other way counts as inactive or inconclusive.
SMILES,NPC1 promoter act,Gal4-VP16 FLuc,Mito fusion yeast,PKM2 act,RORgamma inh,KCNH2 3.1 inh,Menin MLL FP TR,FLuc counter,MBNL1-CUG inh,Rab9 prom act,ELG1 DNA repair
Cn1nccc1C(=O)c1ccc(Cl)cc1,-3.4%,-10.5%,0.4%,7.2%,-15.3%,-2.8,0.8%[11.7 µM],3.5%,-15.6%,-1.6%,5.7%
O=C(Cc1ccccc1)NN1C(=O)C2C3C=CC(C3)[C@@H]2C1=O (stereo not given in full),-2.0%,-0.3%,-2.8%,2.8%,-10.1%,24.0,4.5%,4.2%,x,-4.2%,0.2%
COc1cc(SC)ccc1C(=O)Nc1ccc2c(c1)CCC2,3.98µM*,-11.0%,3.6%,x,-2.9%,4.6,u,2.13µM*,2.1%,3.98µM*,u
CCCSC1=N/C(=C\c2ccc3c(c2)OCO3)C(=O)S1,0.3%,9.3%,2.8%,1.9%,13.6%,14.7,5.5%,u,2.1%,-4.1%,-0.6%
Cc1ccccc1Oc1nnc(-c2cccs2)c2ccccc12,-1.5%,u,15.1%,-2.7%,u,-18.4,-11.1%,-17.6%,18.2%,-0.4%,-0.4%
CCN(C(=O)COC(=O)CSc1ccc(C(N)=O)cc1[N+](=O)[O-])C1CCCCC1,5.1%,-0.3%,1.2%,-0.8%,u,9.8,-22.5%,-0.1%,u,6.0%,6.8%
CSc1ccccc1C(=O)C1CCCN(C(=O)NC(C)C)C1 (stereo not given),11.2%,-10.6%,20.8%,12.3%,22.9%,6.7,21.9%,2.4%,-0.4%,-0.7%,11.6%
Cc1ccc(C(=O)NCC(=O)OCC(=O)NCCc2ccccc2)s1,-4.8%,-5.5%,2.8%,-1.5%,-1.0%,20.8,-0.7%,-5.9%,0.6%,-2.6%,18.7%
CCOC(=O)c1cc2occc2n1Cc1ccc(F)cc1,x,-0.8%,2.7%,1.5%,29.2%,3.8,3.7%,-2.6%,-9.7%,x,x
COc1ccc(OCc2nnc3n2N=C(c2ccc(C)cc2)CS3)cc1,0.8%,7.6%,1.3%,5.6%,-6.1%,-4.5,-5.3%,-0.4%,3.1%,2.5%,-6.7%
Cn1c(=O)cc(OCC(=O)NCCC2=CCCCC2)c2ccccc21,-0.9%,7.5%,-7.4%,0.4%,-42.4%,8.6,-11.2%,-6.7%,-7.4%,-1.7%,u
COc1ccccc1NC(=S)NC1CCCCCCCCCCC1,-9.4%,u,-1.4%,-1.6%,2.82µM*,-2.7,x,1.5%,8.3%,-17.6%,u
COc1ccc2nc(NC(=O)c3ccccc3[N+](=O)[O-])sc2c1,27.1%,-18.4%,4.3%,1.8%[11.5 µM],0.1%,-10.1,u,u,u,u,22.1%
O=C(NC1CCCCC1)c1ccc(COc2ccccc2)o1,0.3%,x,-0.5%,x,x,6.3,x,1.1%,x,-0.2%,9.3%
CCOC(=O)CN1C(=O)/C(=C/c2cccc(Br)c2)Oc2ccccc21,-3.0%,2.5%,-0.2%,x,-0.7%,26.6,-0.1%,u,-12.8%,-5.2%,6.8%
O=[N+]([O-])c1ccccc1/C=C/C=N/n1c(-c2ccc(Cl)cc2)n[nH]c1=S,0.9%,-17.5%,-3.3%,0.9%,8.91µM*,-8.0,2.3%,4.1%,9.4%,3.8%,0.4%
CC(=O)c1cccc(NC(=O)CN(Cc2ccccc2)S(C)(=O)=O)c1,1.0%,3.0%,0.1%,-1.3%,-2.8%,-10.6,-0.3%,1.5%,-0.6%,1.2%,u
COc1ccc(-c2ccc(OC(=O)NC3CCS(=O)(=O)C3)cc2)cc1 (stereo not given),18.2%,-9.7%,-4.8%,-9.7%,3.9%,-3.6,x,u,3.6%,-1.4%,u
Cc1cccc(-c2nnc(SCC3CNC(=O)O3)n2-c2ccc(Cl)cc2)c1 (stereo not given),1.4%,-18.9%,-8.9%,-2.0%,u,7.6,-2.0%,3.3%,4.2%,-3.0%,-4.4%
COc1ccc(C(C(C(=O)c2ccco2)N2CCOCC2)N2CCOCC2)cc1 (stereo not given),0.2%,26.5%,0.7%,0.2%,-39.3%,3.4,-6.7%,13.5µM*,4.3%,-6.9%,16.3%
COc1ccc(NC(=O)CSc2nccc(C)n2)cc1,7.8%,x,-7.1%,0.0%,-0.6%[0.365 µM],21.0,17.9%,0.5%,-0.5%,-1.3%,u
O=C(c1cccc(F)c1)N1CCN(S(=O)(=O)Cc2ccccc2)CC1,-3.1%,-2.8%,-9.4%,-0.8%,3.2%,-0.5,x,-1.6%,0.4%,1.7%,-6.0%
CC(C)CCN(C(=O)Cc1ccccc1F)c1c(N)n(Cc2ccccc2)c(=O)[nH]c1=O,-4.1%,6.7%,-0.4%,3.7%,8.5%,-3.7,-14.9%,0.4%,-0.5%,-5.7%,7.3%
CC(=O)Nc1ccc(S(=O)(=O)NCCC(=O)OC(C)C(=O)c2ccc(C)cc2)cc1 (stereo not given),5.4%,x,-1.8%,-0.6%,x,0.9,13.9%,-1.4%,-4.6%,-2.3%,-25.9%
COC(=O)c1sc(N)c(C(=O)OC)c1COC(=O)C1CC(=O)N(Cc2ccco2)C1 (stereo not given),0.3%,0.5%,7.7%,-1.4%,10.9%,-11.7,-0.9%,-1.0%,5.8%,-13.1%,8.2µM*
COc1ccc(CCN2CC(C(=O)NCCc3cnn(C)c3)CCC2=O)cc1 (stereo not given),0.1%,-2.5%,-2.7%,-0.1%,5.7%,-2.1,14.3%,-2.7%,-11.8%,-2.2%,0.0%
CCC1(C)CC(c2nc(-c3ccc(OC)cc3)cs2)CCS1 (stereo not given),-1.4%,-4.0%,1.8%,5.5%,2.8%,-1.5,9.2%,-10.4%,u,-3.8%,14.6%
CCC(C)[C@H](NC(=O)NC1CC1)C(=O)O (stereo not given in full),1.5%,-8.2%,-5.2%,-15.4%,21.8%,-13.9,-2.8%,-4.1%,-5.3%,5.6%,0.6%
CC(C)(C)C1CCC(OC(=O)CCC(=O)Nc2ccccc2)CC1 (stereo not given),-2.6%,-6.7%,3.6%,-0.5%,181.0%,5.1,13.7%,0.3%,4.7%,-1.3%,-10.4%
Cc1nc(-c2ccccc2O)n(S(=O)(=O)N(C)C)n1,-3.5%,-0.8%,-6.1%,-8.9%,1.7%,-2.6,42.3%[activator],-1.6%,-5.9%,9.5%,-3.6%
CC(=O)c1cc(C)ccc1OC(=O)c1cccc2nc(C)oc12,-4.0%,10.0%,-2.3%,-1.9%,u,12.6,3.4%,-0.2%,4.5%,-7.3%,u
COc1ccccc1NC(=O)CSCc1cc(=O)n2ccsc2n1,-4.1%,0.3%,15.5%,-2.2%[0.46 µM],-15.6%,4.1,7.2%,7.5%,-7.7%,0.9%,1.9%
CCS(=O)(=O)N1Cc2ccccc2CC1C(=O)Nc1nnc(SCc2c(Cl)cccc2Cl)s1 (stereo not given),-3.0%,6.31µM*,-1.3%,-3.1%,5.01µM*,-3.3,-5.8%,-0.7%,x,-2.0%,13.1%
Cc1nc2sc(C(c3cccc(F)c3)N3CCN(C(=O)c4ccco4)CC3)c(O)n2n1 (stereo not given),-4.2%,-2.3%,-1.9%,10.8%,u,0.0,-16.7%,2.9%,6.2%,-8.9%,-0.3%
Cn1c(=O)c2c(-c3ccccc3)n(C3CCCCC3)cc2n(C)c1=O,3.3%,0.1%,1.7%,-0.2%,-2.5%,11.8,-25.7%,2.2%,0.7%,-4.0%,3.6%
O=C(O)c1cc(S(=O)(=O)Nc2cccc(S(=O)(=O)N3CCCC3)c2)ccc1Cl,6.3%,x,-1.4%,x,x,3.0,x,0.5%,x,2.2%,10.6%
CCOCc1c(C(=O)Nc2ccc(OC)nc2)oc2ccccc12,2.2%,11.3%,4.7%,-2.0%,33.7%,14.2,17.1%,-12.1%,-1.9%,4.9%,-18.7%
COCCCNC(NC(=O)c1ccc(C)cc1)C(Cl)(Cl)Cl (stereo not given),0.6%,2.0%,-0.3%,-0.8%,30.4%,-5.7,11.8%,-0.7%,-6.4%,-2.1%,u
COC(=O)CC1Sc2ccccc2NC1=O (stereo not given),-1.2%,-0.6%,-0.1%,-2.9%,21.4%,3.6,6.6%,2.2%,-4.0%,-1.2%,3.9%

# Bioassay records (PubChem BioAssay)

# Not all compounds are listed; count on the stated rates, not on these rows.
